Bioassay records from PubChem BioAssay.
GalR3 antagonist: GalR3 antagonists in HEK293 cells, primary screen, cell-based, fluorescence readout; HEK293 GalR3-CNG cAMP membrane potential fluorescence; galR3 body fused to GalR1 C-terminus; 360,000 compounds, 0.44% hits; Galanin receptor type 3 (Homo sapiens), O60755; inhibition, % at 3 µM;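 active = inhibition above the screen-wide average plus 3 SD, cut at about 13% in these data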;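 also: forskolin and galanin both at EC90 stimulate the cells; cAMP rise reported by CNG channel membrane potential dye signal; 0% = forskolin plus galanin with DMSO and 100% = forskolin alone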
Target sequence (O60755 1-299 limits assumed): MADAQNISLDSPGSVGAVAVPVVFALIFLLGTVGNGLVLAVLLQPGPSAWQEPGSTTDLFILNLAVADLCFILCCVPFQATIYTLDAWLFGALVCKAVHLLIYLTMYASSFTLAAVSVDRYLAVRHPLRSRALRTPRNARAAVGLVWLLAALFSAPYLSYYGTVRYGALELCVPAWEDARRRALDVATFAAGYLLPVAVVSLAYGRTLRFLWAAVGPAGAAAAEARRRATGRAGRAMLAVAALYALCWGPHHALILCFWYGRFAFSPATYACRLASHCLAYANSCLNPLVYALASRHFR
FID counter: compounds displacing fluorescent DNA intercalator, primary screen, artefact control for HCV NS3 helicase inhibitor project, biochemical, FID fluorescence; DNA fluorescent intercalator displacement; AID 1845, 2009; 290,000 compounds, 0.17% hits; inhibition, % at 7.9 µM; in the data active = inhibition above about 37%;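 also: 0% = vehicle and 100% = reference compound; higher means more ethidium bromide displaced from hairpin DNA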
VIM-2 inhibitor: VIM-2 metallo-beta-lactamase inhibitors, primary screen, biochemical, epi-absorbance readout, Pseudomonas aeruginosa enzyme; purified VIM-2, nitrocefin hydrolysis, epi-absorbance fluorescence; inhibition, % at 5.6 µM; 290,000 compounds, 0.89% hits;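 active = inhibition above the mean of all tested compounds plus 3 SD, cutoff set per screening run, cut at about 7.5% in these data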;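 also: red hydrolysis product quenches plate fluorescence so inhibitors raise well fluorescence; 0% = enzyme with DMSO and 100% = DMSO without enzyme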
IMP-1 inhibitor: IMP-1 metallo-beta-lactamase inhibitors, primary screen, biochemical, epi-absorbance readout, Pseudomonas aeruginosa enzyme. purified IMP-1, nitrocefin hydrolysis, epi-absorbance fluorescence. inhibition, % at 5.6 µM. 290,000 compounds, 0.45% hits;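 active = inhibition above the mean plus 3 SD of all compounds in the same screening run, cut at about 4.5% in these data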;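 also: 0% = IMP-1 with DMSO and 100% = DMSO wells lacking enzyme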
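Material – recombinant IMP-1 enzyme, purified · Amount – IMP-1 0.2 nM before substrate addition · Medium – HEPES buffer pH 7.1 with ZnSO4 and Brij 35 · Timing – 25 °C, 15 min preincubation, 25 min reaction · Measured by – plate fluorescence quenching by hydrolysis product, ex 480/em 530 nm · Read-out – percent enzyme inhibition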
HCV NS3 hel inh: inhibitors of HCV NS3 helicase, primary screen, biochemical, Cy5 molecular beacon fluorescence; NS3 helicase DNA unwinding; inhibition, % at 10.9 µM; 290,000 compounds, 0.56% hits; AID 1800, 2009;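 active = inhibition above the mean of all tested compounds plus 3 SD, set per campaign, cut at about 35% in these data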;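 also: 0% = DMSO wells and 100% = thioflavine S control wells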
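System: NS3 helicase fragment of HCV / Schedule: 1 h at 25 °C / Control set: DMSO alone as 0% and 110 µM thioflavine S as 100% / Reagent: Cy5/quencher beacon DNA duplex and ATP to start / Technique: Cy5 fluorescence / Replication: singlicate / Evaluation: % inhibition of end-to-start signal ratio versus controls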
OXTR ag: human OXTR agonists, primary screen, fluorescence, CHO-OTR cells, Fluo-8 calcium | Fluo-8 calcium fluorescence; normalized: DMSO 0%, oxytocin 100% | AID 2435, 2010 | 320,000 compounds, 0.32% hits | activation, % at 3 µM;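 active = activation above the mean of all tested compounds plus 3 SD, cutoff set per screening run, cut at about 20% in these data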;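 also: peak over basal fluorescence ratio from a 100 s FLIPR kinetic read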
Target sequence (P30559 whole entry, looked up): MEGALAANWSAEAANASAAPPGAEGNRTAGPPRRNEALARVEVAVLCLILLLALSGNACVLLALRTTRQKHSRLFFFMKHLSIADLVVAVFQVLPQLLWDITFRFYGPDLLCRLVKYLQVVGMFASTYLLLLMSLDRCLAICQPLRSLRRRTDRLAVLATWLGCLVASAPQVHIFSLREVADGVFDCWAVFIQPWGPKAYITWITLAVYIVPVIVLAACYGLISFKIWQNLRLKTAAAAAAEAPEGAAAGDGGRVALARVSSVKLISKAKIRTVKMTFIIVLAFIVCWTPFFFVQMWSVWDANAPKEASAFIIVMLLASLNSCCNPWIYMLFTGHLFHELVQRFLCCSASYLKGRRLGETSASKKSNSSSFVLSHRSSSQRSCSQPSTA
PHOSPHO1 block: PubChem AID 1565. recombinant PHOSPHO1, absorbance phosphatase assay. Phosphoethanolamine/phosphocholine phosphatase (Homo sapiens), Q8TCT1. inhibition, % at 13.3 µM. 290,000 compounds, 1.1% hits; in the data active = inhibition above about 60%
GPR7 antagonist: GPR7 receptor antagonists, primary screen, cell-based, fluorescence, single concentration; Neuropeptides B/W receptor type 1 (Homo sapiens), P48145; GPR7-expressing cells, fluorescence antagonist assay; inhibition, % at 4.4 µM; 290,000 compounds, 1.1% hits; AID 1861, 2009; in the data active = inhibition above about 16%, passing the limit was not always enough;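 also: cells stimulated with the agonist NPW; 0% = agonist with vehicle and 100% = vehicle without agonist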
V1aR counter: agonists of human V1a receptor, primary screen, counter-screen for OXTR agonist project, fluorescence, CHO-V1R cells. Vasopressin V1a receptor (Homo sapiens), P37288. Fluo-8 calcium fluorescence, agonist mode; 0% DMSO, 100% 3 nM vasopressin. activation, % at 3 µM. 320,000 compounds, 0.25% hits. AID 2797, 2010;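 active = activation above the mean activation of all tested compounds plus 3 SD, per screening run, cut at about 20% in these data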;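 also: signal is peak over basal fluorescence ratio across a 100 second FLIPR read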
Target sequence (P37288 whole entry, looked up): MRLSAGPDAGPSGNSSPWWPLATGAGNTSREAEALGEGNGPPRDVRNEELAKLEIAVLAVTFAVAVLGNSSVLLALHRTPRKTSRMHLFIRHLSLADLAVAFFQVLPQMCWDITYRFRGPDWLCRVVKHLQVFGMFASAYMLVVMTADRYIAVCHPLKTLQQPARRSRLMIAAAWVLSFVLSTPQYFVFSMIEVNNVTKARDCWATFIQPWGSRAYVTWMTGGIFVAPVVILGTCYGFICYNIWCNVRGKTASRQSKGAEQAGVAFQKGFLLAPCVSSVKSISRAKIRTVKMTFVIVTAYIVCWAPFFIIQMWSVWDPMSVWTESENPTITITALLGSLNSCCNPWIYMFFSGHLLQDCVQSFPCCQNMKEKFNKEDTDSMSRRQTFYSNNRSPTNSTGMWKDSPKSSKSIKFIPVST
The depositor's hits bear a star; nt = no result given.

# | compound | GalR3 antagonist | FID counter | VIM-2 inhibitor | IMP-1 inhibitor | HCV NS3 hel inh | OXTR ag | PHOSPHO1 block | GPR7 antagonist | V1aR counter
1 | CC1=CC2=NC(=O)/C(=C\c3cccn3CCOc3ccc(C)c(C)c3)C(=N)N2O1 | -4 | -5 | -4.5 | -6.8 | 5 | -1.8 | -1 | 2 | 0.5
2 | Cc1ccccc1Nc1nc(N)nc(CSc2n[nH]c(N)n2)n1 | -1 | -1 | -1.6 | -3.8 | -7 | 1.0 | 44 | -12 | 0.6
3 | COc1ccc2c(c1)cc(C(=O)N[C@H](C(=O)N1CCC(C(=O)O)CC1)C(C)C)n2C | -7 | -36 | -2.4 | -1.5 | 4 | 1.7 | 2 | 0 | -0.1
4 | CCn1cc([N+](=O)[O-])c(C(=O)N2N=C(c3ccc4ccccc4c3)CC2c2cc(Br)ccc2O)n1 (stereo unspecified) | nt | -8 | 0.0 | -3.4 | 8 | 1.2 | -4 | -15 | 0.3
5 | Cc1ccc(C(=O)NCC(=O)N2CCC3(CC2)NCCc2[nH]cnc23)cc1C | 2 | 6 | -1.1 | -1.1 | -7 | -0.2 | 24 | -5 | -0.3
6 | Cc1nc2ccccc2c(=O)n1NC(=O)C1CCCCC1 | -2 | 0 | 0.0 | 3.0 | -3 | -1.4 | 24 | -5 | -0.4
7 | COc1ccc(/C=N/n2cnnc2)cc1Cn1nc(C)c([N+](=O)[O-])c1C | -4 | -17 | 2.4 | -0.4 | -2 | -1.0 | 50 | 0 | 0.4
8 | COc1ccc(C(=O)N(Cc2ccccc2)Cc2cc3cc4c(cc3[nH]c2=O)OCCO4)cc1 | -6 | 0 | -1.4 | 2.2 | -2 | -0.9 | -11 | 7 | -0.5
9 | Cc1ccc(NC(=O)COC(=O)C2C3CC4OC(=O)C2C4C3)cc1 (stereo unspecified) | -5 | -4 | -4.3 | -0.4 | -10 | 0.3 | 32 | 0 | 0.3
10 | CCOC(=O)c1sc(NC(C)=O)cc1C | -4 | 5 | 0.0 | -2.8 | -2 | -0.6 | 0 | 0 | 0.8
11 | CCC(=O)N(Cc1cc2cc(OC)ccc2[nH]c1=O)c1ccc(C)cc1C | -1 | -36 | 2.8 | 0.6 | -1 | 2.3 | 11 | 10 | 2.6
12 | N#CC(C(=O)OCc1ccccc1)c1nc2ccccc2nc1N1CCOCC1 (stereo unspecified) | -4 | -6 | -1.7 | -1.0 | -14 | 0.6 | 17 | -4 | 0.5
13 | COc1ccc(NC(=O)CN(C)CC(=O)Nc2ccccc2SC)cc1Cl | 1 | -9 | -2.3 | -1.4 | -8 | -1.7 | -1 | 6 | 0.1
14 | COc1ccc(-n2c(C)nc3cc(C(=O)NCc4ccc5c(c4)OCO5)ccc32)cc1 | -4 | -32 | 0.2 | -2.1 | -6 | -1.6 | 0 | 0 | -0.1
15 | CCSc1nnc(NC(=O)CSc2nnc(CNC(=O)c3ccccc3F)o2)s1 | -3 | -37 | -3.2 | -3.1 | -2 | -1.7 | -20 | -4 | 0.9
16 | Cc1ccc(-c2noc(CCC(=O)NC3CCN(Cc4ccccc4)CC3)n2)cc1 | -4 | 11 | -4.0 | -2.7 | -5 | nt | 4 | -6 | nt
17 | CCOC(=O)N1CCN(C(=O)COc2cccc3c2CCN(Cc2ccccc2F)C3=O)CC1 | -3 | -41 | -0.9 | -0.8 | 7 | 0.3 | 1 | -9 | 2.9
18 | COc1ccccc1NC(=O)CCc1nnc2ccc(N3CCN(C)CC3)nn12 | -5 | -3 | -0.6 | -0.4 | 2 | 0.8 | 41 | -1 | 0.7
19 | CCN(CC)C(=O)CSc1nnc(-c2ccccc2)o1 | -1 | -4 | -3.4 | -3.3 | 2 | 0.5 | -2 | -5 | 1.5
20 | CCN(CC)CC(O)CCCCCCCCC(=O)OC (stereo unspecified) | -2 | 10 | 1.6 | 0.6 | 34 | 1.2 | 33 | 15 | 1.6
21 | COc1cc2ccccc2cc1C(=O)O | -4 | 2 | -3.3 | -2.3 | -9 | 0.4 | -34 | 3 | 1.7
22 | C/C=C(/C(=C/C)c1ccc(O)cc1)c1ccc(O)cc1 | -3 | -9 | 0.1 | 0.2 | -20 | 1.3 | 1 | -2 | 2.3
23 | Cc1cc(C)c2nc(C(F)(F)F)c(C#N)c(N)c2c1 | -4 | 1 | -2.1 | 0.2 | -1 | -0.6 | 5 | -9 | 0.7
24 | COc1cc(Nc2ccc(C)cc2)c([N+](=O)[O-])nc1[N+](=O)[O-] | 1 | 1 | 1.0 | -0.6 | 9 | -1.0 | 15 | 5 | -0.5
25 | CC1(C)CC(=O)C(N=Nc2ccc(C(F)(F)F)cc2[N+](=O)[O-])=C(O)C1 | -1 | 3 | 0.7 | 2.1 | 10 | 1.8 | 17 | -1 | 2.8
26 | CC(Oc1cc2oc(=O)c3c(c2cc1Cl)CCC3)C(=O)NCCCn1ccnc1 (stereo unspecified) | -3 | 1 | 28* | -2.1 | 3 | -1.1 | 36 | -1 | 0.1
27 | O=C(CCS(=O)(=O)c1ccccc1)Nc1nc(-c2ccc(F)cc2)cs1 | -11 | -20 | -2.9 | -3.1 | -2 | 5.2 | 13 | 8 | 7.6
28 | Cc1cnn(-c2nc(-c3cccs3)cc(C(F)(F)F)n2)c1 | -4 | -16 | 8.1* | -1.3 | 1 | -2.0 | 2 | -5 | -1.6
29 | O=C(O)[C@@H]1CC(O)CN1C(=O)CCc1c[nH]c2ccccc12 (stereo partly specified) | -12 | -4 | -1.2 | -1.8 | -17 | nt | 33 | -14 | nt
30 | COc1cccc(CN2CCN(c3ncccn3)CC2)c1OC | -11 | -4 | -3.2 | -2.0 | 11 | 0.2 | nt | -14 | 0.8
31 | CN(C)c1ccc(NC(=O)c2ccc(Cn3cc([N+](=O)[O-])cn3)cc2)cc1 | -4 | 1 | -2.0 | -2.5 | -1 | 10 | 19 | 8 | 11
32 | CCCCN(CCCC)S(=O)(=O)c1ccc(NC(=O)c2ccc([N+](=O)[O-])cc2Cl)cc1 | -5 | -2 | -3.1 | -3.9 | 28 | -2.0 | -7 | 23* | 0.2
33 | COc1ccc(CCNC(=O)C2CC(c3c(Cl)cccc3Cl)=NO2)cc1 (stereo unspecified) | -6 | -24 | -2.2 | -1.9 | -6 | 3.5 | 9 | -6 | 1.3
34 | COCC(C)NC(=S)N1CCN(c2ccccc2Cl)CC1 (stereo unspecified) | -7 | -11 | -0.8 | 1.3 | 3 | 0.0 | -89 | 0 | 8.2
35 | CCC(c1nnc(SCC(=O)NCCc2ccc(OC)c(OC)c2)n1Cc1ccccc1)N(C)C (stereo unspecified) | -6 | -3 | -3.7 | -1.3 | -3 | -1.6 | 46 | -12 | -0.4
36 | CCOC(=O)CN1C(=O)C(O)(CC(=O)c2ccccn2)c2ccccc21 (stereo unspecified) | -2 | -4 | -3.4 | -4.1 | 4 | 0.8 | 11 | 3 | 0.3

In another format: entries from further up
Each structure is followed by: GalR3 antagonist, FID counter, VIM-2 inhibitor, IMP-1 inhibitor, HCV NS3 hel inh, OXTR ag, PHOSPHO1 block, GPR7 antagonist, V1aR counter
31) CN(C)c1ccc(NC(=O)c2ccc(Cn3cc([N+](=O)[O-])cn3)cc2)cc1
  -4, 1, -2.0, -2.5, -1, 10, 19, 8, 11
33) COc1ccc(CCNC(=O)C2CC(c3c(Cl)cccc3Cl)=NO2)cc1 (stereo unspecified)
  -6, -24, -2.2, -1.9, -6, 3.5, 9, -6, 1.3

The results go on.
# | compound | GalR3 antagonist | FID counter | VIM-2 inhibitor | IMP-1 inhibitor | HCV NS3 hel inh | OXTR ag | PHOSPHO1 block | GPR7 antagonist | V1aR counter
37 | O=c1[nH]nnc2sc3c(c12)CCCC3 | -1 | -7 | 2.7 | -4.4 | 21 | 0.1 | 1 | -15 | 0.3
38 | COc1ccc(C2CC(c3cccs3)=NN2C(=O)CSc2nnnn2C)cc1OC (stereo unspecified) | -8 | -36 | 0.4 | -1.7 | -15 | 2.5 | 34 | 0 | 1.7
39 | CC(C)c1ccc(CNCc2ccccc2)cc1 | -16 | 6 | 0.1 | 0.0 | -11 | 2.3 | 40 | -7 | 1.3
40 | N#Cc1c(N)nc2c(c1-c1cccs1)CCCC2 | -5 | -3 | -2.0 | -2.2 | -6 | -2.6 | 12 | -4 | 0.2
41 | CCc1ccccc1Nc1ncnc2ccccc12 | -5 | -2 | -1.2 | -2.3 | -6 | 2.7 | 39 | -10 | 1.5
42 | Cc1cc(C)nc(-n2nc(C)c(C3(O)C(=O)Nc4ccccc43)c2N)n1 (stereo unspecified) | 1 | -11 | 0.1 | -1.8 | 0 | -0.3 | -2 | 0 | 0.7
43 | CCOC(=O)c1c(N)sc(C(=O)OC)c1C | -3 | 2 | 0.8 | -4.5 | 7 | -0.7 | 41 | -1 | 0.3
44 | Cc1ccccc1C(=O)NCCn1cc(SCC(=O)NCC2CCCO2)c2ccccc21 (stereo unspecified) | 0 | -43 | 0.9 | -1.0 | -1 | 0.8 | 28 | -1 | 3.2
45 | Cn1nc(-c2ccccc2)c(CO)c1Oc1ccc(F)cc1 | -1 | -8 | -2.0 | -1.3 | -4 | 0.1 | -16 | -5 | 0.4
46 | Cc1cc(C)n2nc(C(=O)OCCOc3ccc(Br)cc3)nc2n1 | -9 | -5 | -1.5 | -3.0 | -2 | 0.8 | 1 | -10 | 4.9
47 | COc1cc(CNC2CCCC2)c(Br)cc1OC1CCCC1 | -8 | 16 | -3.1 | -1.0 | -12 | 6.1 | 48 | 5 | 6.5
48 | O=C(COC(=O)c1ccco1)NC1CCCCC1 | -4 | 1 | -4.8 | -3.1 | 2 | 1.0 | 13 | -15 | -0.3
49 | COC(=O)c1cc(N2CCN(C)CC2)nc2ccccc12 | -6 | 13 | 2.9 | 0.6 | -7 | 0.2 | 20 | -10 | -0.4
50 | CCCn1cc(S(=O)(=O)c2ccccc2)c(=O)c2cc(CC)ccc21 | -5 | -27 | -1.2 | -0.7 | 12 | -0.8 | 15 | 0 | -1.1
51 | COc1ccc(-c2noc(CCC(=O)NCc3ccco3)n2)cc1 | -3 | -6 | -1.5 | -2.8 | 0 | -1.7 | -8 | 2 | 0.0
52 | COc1ccc(/C=N/NC(=O)c2ccc(Cl)cc2)cc1Cn1cc(Cl)cn1 | -2 | -7 | -1.2 | -1.9 | -7 | -1.9 | -5 | -12 | -1.5
53 | CCn1cc(C(=O)O)c(=O)c2cnc(N3CCN(C(=S)NC(=O)c4ccc(Cl)cc4)CC3)nc21 | nt | -3 | -3.9 | -3.3 | -4 | 0.4 | 8 | -16 | 0.7
54 | COc1ccccc1N(CC(=O)NCCSCc1ccccc1)S(C)(=O)=O | -7 | -21 | 0.2 | -2.0 | -5 | -0.5 | 16 | 7 | 0.5
